Pol beta inh: inhibitors of human DNA polymerase beta; P06746; Pol beta primer extension/strand displacement, fluorescence kinetic; Potency, µM (doses to about 114 µM), inactives show at the top dose activity change, negative = inhibition, hits mostly inhibitors; 1.3% of 340,000 active; also: potency is read from the fitted curve at half-maximal effect; % is scaled to controls: 0 for no effect and ±100 for the full control effect
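Enzyme-only controls used 10 nM Pol beta; buffer lacking enzyme served as negative control. Compound preincubated 15 min, then 50 nM substrate added; 0 and 10 min reads at room temperature.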
APE1 inh: APE1 (human) endonuclease inhibition. AID 2517. P27695. Potency, µM (doses to about 65.8 µM), for inactives: at the top dose activity change, negative = inhibition, most hits filed as inhibitors. 0.35% of 350,000 active. recombinant APE1, TAMRA/BHQ-2 abasic DNA cleavage fluorescence;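 also: potency is read from the fitted curve at half-maximal effect; plate controls were vehicle for no effect and reference inhibitor for full effect; nearly all actives have a fitted effect of over 55% in size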
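Substrate: short duplex with […] THF abasic site, 5'-TAMRA and 3'-BHQ-2, 50 nM final. APE1 at 0.75 nM, preincubated 15 min RT with compound. Fluorescence increase from first to third read measured activity.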
POLK inh: inhibitors of human DNA polymerase kappa. Q9UBT6. purified Pol kappa, fluorescent DNA synthesis assay, 10 min. Potency, µM (series often up to 107 µM), inactives show at the highest dose activity, negative = inhibition, hits mostly inhibitors. 0.53% of 400,000 active. AID 588579; also: potency is read from the fitted curve at half-maximal effect; % is scaled to controls: 0 for no effect and ±100 for the full control effect
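Inhibition of 10 nM Pol kappa is measured by a fluorescent read-out at 0 and 10 min following addition of 50 nM substrate (final), with a 15-min room-temperature compound preincubation.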
ERG-DNA inh: ERG Ets/DNA interaction inhibition; P11308; fluorescence polarization, His-ERG Ets domain / labelled DNA; 0.028% of 370,000 active; Potency, µM (top dose mostly 76.9 µM), for the others: top-dose FP activity, negative = inhibition, actives largely listed as inhibitors; AID 624246; active = well fitted inhibition curve with a large enough effect in the polarisation, with a control signal flat; inconclusive = small, poorly fitted or top-dose-only effect, or effect the other way, or a change in a side signal; inactive = no such curve, though single readings can be large or run the other way; the % refers to the polarisation;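 also: polarization taken with two DNA probes labelled with fluorescein and Texas red; potency is read from the fitted curve at half-maximal effect; % of control where 0% means no effect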
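His-tagged ERG Ets domain (1 uM in the protein solution; 300mM KCl, 50mM Tris-HCl, 1mM EDTA, 1mM DTT, pH 7.5) received compound, then a probe mix of 5 nM fluorescein-DNA and 100nM Texas-615-DNA. Fluorescence polarization was read for both dyes.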
TRHR agonist: agonists of human TRH receptor. activation, % at 2 µM. 0.18% of 360,000 active. TRHR cells, calcium flux fluo-8, FDSS agonist mode; in the data active = activation above about 30%; also: 0% is about no effect
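TRHR-expressing cells, plated overnight in medium with 10% serum, were loaded with fluo-8 calcium dye at room temperature. After a 10 s baseline, library compound was pin-added and calcium release was recorded kinetically (ex 480/em 530) as agonist response.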
12-LOX inh: ALOX12 (human) lipoxygenase inhibition; AID 1671190; Potency, µM (series often up to 108 µM), for inactives: at the top dose activity change, negative = inhibition, actives largely listed as inhibitors; purified 12hLO, xylenol orange hydroperoxide absorbance; 1.1% of 580,000 active; also: potency is read from the fitted curve at half-maximal effect; % is scaled to controls: 0 for no effect and ±100 for the full control effect
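Hydroperoxide product was detected by ferrous iron/xylenol orange as the 573 to 405 nm absorbance ratio. Arachidonic acid at 40 uM (final) was turned over for 30 min at room temperature by 150 nM human 12hLO, pH 7.0 Hepes buffer, after 15 min compound preincubation.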
BLM helicase inh: blocks DNA unwinding by human BLM helicase; recombinant BLM DNA unwinding, fluorescence dequenching; Potency, µM (titrated, usually from 56.1 µM), without a hit: at the highest dose activity change, negative = inhibition, usual class: inhibitors; 0.2% of 350,000 active; AID 2528;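 also: potency is read from the fitted curve at half-maximal effect; plate controls were vehicle for no effect and no enzyme for full effect; nearly all actives have a fitted effect of over 35% in size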
Target sequence (P54132 whole entry, looked up): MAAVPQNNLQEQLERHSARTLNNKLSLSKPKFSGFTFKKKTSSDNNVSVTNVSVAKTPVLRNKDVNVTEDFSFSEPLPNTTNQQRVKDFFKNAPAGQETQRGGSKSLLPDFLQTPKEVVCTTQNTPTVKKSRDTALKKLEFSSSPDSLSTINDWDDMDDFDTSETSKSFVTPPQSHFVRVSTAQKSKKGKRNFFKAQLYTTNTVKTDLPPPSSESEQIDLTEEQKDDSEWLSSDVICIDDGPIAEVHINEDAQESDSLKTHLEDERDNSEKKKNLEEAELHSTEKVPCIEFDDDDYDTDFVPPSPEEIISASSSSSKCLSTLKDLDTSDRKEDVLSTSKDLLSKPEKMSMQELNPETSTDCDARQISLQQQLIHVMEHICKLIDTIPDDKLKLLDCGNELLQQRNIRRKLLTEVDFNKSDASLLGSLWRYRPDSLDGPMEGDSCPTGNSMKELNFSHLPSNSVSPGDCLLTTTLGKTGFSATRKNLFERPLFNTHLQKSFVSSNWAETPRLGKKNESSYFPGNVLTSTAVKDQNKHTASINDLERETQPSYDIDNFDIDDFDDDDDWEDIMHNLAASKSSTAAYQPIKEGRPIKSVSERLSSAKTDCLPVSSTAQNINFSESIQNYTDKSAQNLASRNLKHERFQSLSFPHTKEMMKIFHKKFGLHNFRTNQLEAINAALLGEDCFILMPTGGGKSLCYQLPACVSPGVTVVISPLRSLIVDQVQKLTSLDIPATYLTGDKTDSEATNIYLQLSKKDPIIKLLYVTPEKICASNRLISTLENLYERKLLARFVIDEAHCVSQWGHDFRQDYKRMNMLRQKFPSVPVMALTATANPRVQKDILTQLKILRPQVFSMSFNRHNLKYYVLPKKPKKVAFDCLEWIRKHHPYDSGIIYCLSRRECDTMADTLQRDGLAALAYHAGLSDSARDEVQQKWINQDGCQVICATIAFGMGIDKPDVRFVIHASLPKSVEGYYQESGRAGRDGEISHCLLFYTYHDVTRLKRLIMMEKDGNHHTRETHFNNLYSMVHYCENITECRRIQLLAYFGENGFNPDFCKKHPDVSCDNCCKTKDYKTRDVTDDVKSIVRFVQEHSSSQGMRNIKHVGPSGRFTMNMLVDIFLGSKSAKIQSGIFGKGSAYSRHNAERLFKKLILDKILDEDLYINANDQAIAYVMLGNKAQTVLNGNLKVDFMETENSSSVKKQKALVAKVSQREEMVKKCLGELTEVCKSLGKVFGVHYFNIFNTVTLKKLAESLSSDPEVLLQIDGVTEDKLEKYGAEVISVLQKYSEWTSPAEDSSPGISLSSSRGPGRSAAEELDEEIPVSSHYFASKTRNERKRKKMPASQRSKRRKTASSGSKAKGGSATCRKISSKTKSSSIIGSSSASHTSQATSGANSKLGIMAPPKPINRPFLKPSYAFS
Pol iota inh: blocks human DNA polymerase iota activity; Q9UNA4; Pol iota fluorescent replication assay, 10 min; Potency, µM (series often up to 115 µM), for inactives: at the highest dose activity, negative = inhibition, actives largely listed as inhibitors; 1% of 390,000 active; AID 588590; also: potency is read from the fitted curve at half-maximal effect
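Pol iota at 10 nM preincubated 15 min with compounds at room temperature; reaction started with fluorescent substrate, 50 nM final. Fluorescence read kinetically at 0 and 10 min; buffer-only wells as negative control.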
Apoferritin bind: binds horse apoferritin like a general anesthetic | Potency, µM (doses to about 77.5 µM), inactives show top-dose activity change, negative = displacement, usual class: inhibitors | apoferritin/1-aminoanthracene competitive binding, fluorescence | P02791 | 0.074% of 350,000 active; also: potency is read from the fitted curve at half-maximal effect; % is scaled to controls: 0 for no effect and ±100 for the full control effect; nearly all actives have a fitted effect of over 20% in size
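Apoferritin-based anesthetic binding model; compound displacement of fluorescent 1-AMA measured as endpoint fluorescence after 10 minutes at room temperature, scaled to free-ligand and complex controls.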
Starred values were filed as active, the others as inactive; ? = inconclusive; · = not tested or not shown; & = joins results of further samples; [ ] = dose if it differs, or a comment. Unless noted, calls follow the shape of the dose curve; as a rule, active = well fitted curve in the direction sought with a large enough effect; inconclusive = small, poorly fitted or top-dose-only effect, or another doubt; inactive = no such curve, though single readings can be large; an effect the other way counts as inactive or inconclusive. Only part of the results is shown; count on the stated rates, not on these rows.

SMILES	Pol beta inh	APE1 inh	POLK inh	ERG-DNA inh	TRHR agonist	12-LOX inh	BLM helicase inh	Pol iota inh	Apoferritin bind
COc1ccc(OC)c(C2CC(=O)Nc3c2c(=O)[nH]c2ncnn32)c1 (configuration not stated)	46.4%&-19.0%	14.6%	-10.8%&-10.6%	-3.9%&-16.3%	0.4&-3.3	?	-1.3%&-2.1%	82.0%&-15.7%[activator]	-2.2%&-3.1%
COc1cccc(CNC(=O)C2CCN(S(=O)(=O)c3ccc(Br)s3)CC2)c1	52.6%	-3.2%	-3.0%	-1.1%	-0.6	12.7%	1.2%	30.3%	-10.6%
CCS(=O)(=O)N1CC(=O)N(c2cc(C)ccc2C)C(C)(C(=O)NC2CCCCC2)C1 (configuration not stated)	?	·	-7.2%	-0.2%	0.0	-21.3%	-1.8%	-21.1%	2.7%
O=C1C2C(C(=O)N1c1ccccc1)N1CCCN1C2c1ccccc1 (configuration not stated)	19.0%	2.6%	-10.6%	-5.5%	0.1	-3.9%	-4.7%	28.0%	-5.6%
COc1ccc(C2C(C(C)=O)=C(O)C(=O)N2CCc2ccccc2)c(OC)c1 (configuration not stated)	?	-3.8%	-12.1%	-4.2%	0.0	?	-1.3%	-4.5%	-1.9%
CC(CCc1ccccc1)NC(=O)CN1CCc2ccccc2C1 (configuration not stated)	3.2%	-1.1%	-28.0%	1.6%	-0.2	-16.0%	-6.0%	80.0%[activator]	-20.6%
O=c1[nH]c(SCc2c(F)cccc2Cl)nc2c1CCC2	17.2%	·	-7.3%	-6.2%	0.0	-15.9%	-1.0%	24.1%	-9.3%
COc1ccc(/C=C(\NC(=O)c2cccs2)C(=O)Nc2cccc3ccccc23)cc1OC	1.9%	-4.7%	-15.8%	-7.4%	0.1	-2.5%	-4.4%	115.0%[activator]	-7.9%
Cc1ccc2c(=O)cc(C(=O)Nc3sc4c(c3C(=O)NCC3CCCO3)CCCC4)oc2c1 (configuration not stated)	9.8%	·	-1.0%	6.5%	0.4	-18.3%	-2.5%	-16.8%	2.2%
CC(C(=O)NC(C)(C)C)N(C(=O)CS(=O)CC(=O)Nc1ccc(F)cc1)C1CCCC1 (configuration not stated)	21.7%	15.6%	-9.6%	-5.5%	0.3	-10.2%	1.5%	139.1%[activator]	-7.9%
Cc1cc(NS(=O)(=O)c2ccc(NC(=O)CCCOc3ccc(Cl)cc3)cc2)no1	15.2%	1.1%	-12.2%	6.2%	0.0	3.4%	0.4%	2.9%	-8.4%
Fc1cccc2sc(Nc3nc4cc5c(cc4s3)OCO5)nc12	14.4%	26.8%	-2.3%	-5.9%	0.6	-23.3%	2.4%	-11.3%	171.9%[activator]
CCOC(=O)c1sc(=S)sc1SCc1cccc(C(F)(F)F)c1	-2.5%	1.8%	-15.3%	2.0%	-0.8	?	-0.9%	-5.8%	-4.0%
CCOc1ccc(S(=O)(=O)NC2CCCC2)cc1C	4.6%	5.8%	-10.0%	3.3%	-1.4	67.7%[activator]	-3.6%	30.2%[activator]	?
COc1ccc(NC(=O)CCCC(=O)OCC(=O)c2cccc(OC)c2)cc1	4.5%	-18.9%	-12.9%	-2.2%	0.4	-4.2%	2.5%	?	?
CSc1nc(SCC(=O)O)c2c3c(sc2n1)COC(C)(C)C3	9.3%	2.9%	13.6%	-9.9%	-2.4	14.2%	2.0%	15.0%	-2.7%
O=C(O)CC/C(=C\c1ccc(N2CCOCC2)c([N+](=O)[O-])c1)c1nc2ccccc2s1	24.9%	14.2%	-6.5%	5.1%	-0.3	-6.7%	-3.2%	5.8%	-21.9%
Cn1c(-c2ccc(F)cc2)cnc1NCc1ccc(F)cc1	17.3%	-9.4%	-3.1%	-10.2%	-0.9	?	-1.8%	?	-8.5%
CC(C)c1cc(C(=O)N2CCCC(C(=O)c3ccc4ccccc4c3)C2)on1 (configuration not stated)	-1.7%	-5.4%	2.6%	0.8%	1.0	-12.1%	-8.7%	11.0%	?
CC(=O)c1ccc(NC(=O)CSc2c(C(C)C)cnc3c2c(=O)n(C)c(=O)n3C)cc1	29.8%	·	-24.8%[60.1 µM]	9.1%	-0.2	0.1%	-1.5%	-10.2%	-11.9%
CC(C)Oc1cccc(C(=O)Nc2ncn[nH]2)c1	-9.6%	8.4%	8.8%	-3.0%	0.5	9.8%	0.2%	23.1%	-2.2%
COc1ccccc1Cc1noc(C(C)(C)NC(=O)c2ccccc2)n1	11.9%	3.0%	0.0%	-0.2%	0.3	26.3%	-5.0%	?	-11.7%
O=C(Nc1cccc(C(=O)Nc2ccc(F)cc2F)c1)c1ccccc1	46.2%	-5.8%	-12.8%	3.0%	0.1	-1.7%	-1.6%	23.7%	-4.1%
COc1cc(CCC(=O)Nc2nnc(-c3cccnc3)s2)cc(OC)c1OC	-28.0%	-5.5%	-3.8%	10.1%	-0.3	-11.2%	-3.5%	28.7%	-5.3%
CCC(C)(C)NC(=O)C1CCN(c2nc(OC)nc(OC)n2)CC1	?	-2.8%	-8.8%	0.5%	-0.5	-3.3%	-2.7%	43.4%[activator]	-1.8%
CC1(C)CC(=O)C2=C(C1)c1c(ccc3ncccc13)NC2c1cccs1 (configuration not stated)	10.5%	16.7%	-11.0%	-0.9%	-0.6	?	0.9%	13.8%	-1.6%
O=C(O)c1ccc(-n2c(O)c(C=C3N=c4ccccc4=N3)sc2=S)cc1	12.0%	0.9%	?	13.7%	0.2	-24.9%	-8.4%	2.24µM*	-9.6%
COc1ccccc1N(C)S(=O)(=O)c1ccc(Cl)c(C(=O)NC2=NCCS2)c1	?	-1.0%	-29.6%	-9.4%	-0.2	2.0%	-1.7%	?	-16.9%
O=C(Cc1ccc(Cl)cc1)c1ccc(O)cc1	1.6%	9.8%	-18.4%	0.9%	-0.2	-9.6%	-5.2%	50.1µM*	?
O=C(c1ccc(Cl)c(S(=O)(=O)N2CCOCC2)c1)N1CCN(Cc2ccccc2)CC1	-0.3%	3.3%	-0.1%	7.6%	-0.2	13.7%	-0.3%	?	-7.7%

Compounds above with four or more nitrogen atoms (5):
SMILES	Pol beta inh	APE1 inh	POLK inh	ERG-DNA inh	TRHR agonist	12-LOX inh	BLM helicase inh	Pol iota inh	Apoferritin bind
COc1ccc(OC)c(C2CC(=O)Nc3c2c(=O)[nH]c2ncnn32)c1 (configuration not stated)	46.4%&-19.0%	14.6%	-10.8%&-10.6%	-3.9%&-16.3%	0.4&-3.3	?	-1.3%&-2.1%	82.0%&-15.7%[activator]	-2.2%&-3.1%
CC(=O)c1ccc(NC(=O)CSc2c(C(C)C)cnc3c2c(=O)n(C)c(=O)n3C)cc1	29.8%	·	-24.8%[60.1 µM]	9.1%	-0.2	0.1%	-1.5%	-10.2%	-11.9%
CC(C)Oc1cccc(C(=O)Nc2ncn[nH]2)c1	-9.6%	8.4%	8.8%	-3.0%	0.5	9.8%	0.2%	23.1%	-2.2%
COc1cc(CCC(=O)Nc2nnc(-c3cccnc3)s2)cc(OC)c1OC	-28.0%	-5.5%	-3.8%	10.1%	-0.3	-11.2%	-3.5%	28.7%	-5.3%
CCC(C)(C)NC(=O)C1CCN(c2nc(OC)nc(OC)n2)CC1	?	-2.8%	-8.8%	0.5%	-0.5	-3.3%	-2.7%	43.4%[activator]	-1.8%

Remaining list, next part:
SMILES	Pol beta inh	APE1 inh	POLK inh	ERG-DNA inh	TRHR agonist	12-LOX inh	BLM helicase inh	Pol iota inh	Apoferritin bind
COc1ccc(NC(=O)c2[nH]c(C)c(C(C)=O)c2C)cc1S(=O)(=O)N1CCOCC1	?	-6.2%	3.2%	-8.9%	0.3	-8.4%	-3.2%	15.8%	7.0%
CCOC(=O)C1=C(COC(=O)COc2ccccc2C=O)NC(=O)NC1C (configuration not stated)	·	-4.8%	?	13.3%	·	-24.7%	·	?	·
Cc1nc2ccccc2cc1C(=O)N/N=C/c1cccs1	2.8%	-0.7%	-18.9%	-0.6%	0.5	0.2%	-0.2%	14.5%	-4.1%
CCN(CC)C(=O)COc1ccc2c3c(c(=O)oc2c1C)CCCC3	-10.5%	-11.4%	1.7%	4.7%	-0.2	24.0%	2.2%	159.0%[activator]	-13.5%
CCOC(=O)c1ccc(-c2c(-c3ccccc3OC)oc3ccccc23)cc1F	·	-10.0%	-6.7%	-3.1%	0.3	-0.7%	·	10.2%	·
Cc1ccccc1NC(=O)CSc1nc2ccccc2o1	-20.9%	2.9%	-1.6%	-8.5%	-0.6	5.0%&-14.2%	-1.6%	1.3%[58.9 µM]	-9.2%
CC(NC(=O)CSc1ccccc1C(=O)O)C1CC2CCC1C2 (configuration not stated)	8.5%	0.6%	1.4%	-3.6%	5.3	-5.2%	6.3%	20.6%	-19.6%
COc1cccc(/C=C2\SC(=S)N(CCC(=O)NCCc3ccc(O)cc3)C2=O)c1	1.6%	26.2%	0.4%	9.3%	-0.6	-26.7%	-8.7%	-5.2%	-22.6%
Cc1ccc(-n2ncc3c(NC4CCCCC4)ncnc32)cc1	-1.3%	·	-6.3%[60.1 µM]	7.0%	0.8	-12.1%	-0.1%	1.8%	2.5%
CC(=NCC1CCNCC1)C1=C(O)CC(C)(C)CC1=O	-1.8%	-7.8%	0.2%	-0.3%	0.6	67.2%[activator]	-1.0%	1.3%	-4.6%
CCOc1ccccc1CNC(=O)c1ccc2c(c1)sc1nc(-c3cccc(OC)c3)cn12	-15.3%	·	-9.7%	3.2%	-0.2	-29.0%	-1.8%	?	-10.0%
COc1ccc(NC(=O)Nc2ccccc2OCc2cc(=O)n3ccccc3n2)c(OC)c1	10.1%	·	-13.8%[60.1 µM]	3.1%	-0.6	-3.7%	-18.8%	-12.7%	55.5%[activator]
NS(=O)(=O)c1ccc(Nc2ccc([N+](=O)[O-])c3nonc23)cc1	-23.4%	-2.8%	-4.4%	24.5%	3.1	-17.3%	-19.6%	59.4%[activator]	2.8%

High-throughput results from PubChem.
